# LYP inhibition: inhibitors of LYP phosphatase, biochemical, fluorescence intensity, uHTS (AID 1779); 0.054% of 290,000 active; one-dose inhibition, % at 11.5 µM; IC50 in µM for titrated hits; recombinant LYP phosphatase, fluorescence intensity; higher % means a stronger effect; in the data active = inhibition above about 50%;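 note: plate controls were vehicle with enzyme for no effect and no enzyme for full effect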
# UTI89 phage lysis: inhibition of K1F phage lysis, E. coli UTI89, bacterial capsule biogenesis inhibitors, alamar blue (AID 488966); E. coli UTI89 K1F phage lysis, alamar blue, 2 h; higher % means a stronger effect; inhibition, % at 100 µM, or IC50 in µM where a hit was titrated; 0.02% of 340,000 active;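 active = phage lysis inhibition, versus mean bacterial control, above a set limit; inconclusive = no clear call, values can overlap the other calls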;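 note: capsule biogenesis inhibitors block K1F phage lysis so surviving cells raise fluorescence; higher fluorescence means more inhibition of phage lysis; actives were called in the ten point dose series up to 300 µM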
# GPR35 antagonists: GPR35 antagonists blocking zaprinast-driven arrestin recruitment, primary screen, imaging, U2OS, beta-arrestin-GFP, zaprinast agonist (AID 2058); 0.052% of 290,000 active; inhibition, % at 10 µM, or IC50 in µM where a hit was titrated; U2OS GPR35 beta-arrestin-GFP translocation imaging, zaprinast antagonism; higher % means a stronger effect;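 active = inhibition of at least 50% with at least 30 cells and total cytoplasm GFP at most 10,000,000; inconclusive = under 30 cells or total GFP of 10,000,000 plus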
# RSV antiviral HEp-2: RSV antiviral activity via CPE protection, HEp-2 cells, primary 10 µM value included (AID 2391); HEp-2 cells, RSV-induced CPE inhibition; higher % means a stronger effect; one-dose CPE inhibition, % at 10 µM; IC50 in µM for titrated hits; 0.13% of 310,000 active; in the data active = a potency from the dose series; inconclusive = CPE inhibition mostly from about 23% at the one dose, without a potency; inactive = the rest, 99 in 100 with CPE inhibition below about 21%; note: strong numbers were not always called active
# Dengue-2 NS5 capping: flavivirus cap methylation enzyme inhibition – biochemical, confirmation dose response, primary screen (AID 588689) | 0.3% of 340,000 active | inhibition, % at 25 µM, or IC50 in µM where a hit was titrated | Dengue-2 NS5 methyltransferase capping enzyme assay, biochemical; higher % means a stronger effect; in the data active = a potency from the dose series; inconclusive = inhibition above about 29% without an active follow-up result
# NTR1 agonist: NTR1-driven beta-arrestin-GFP spot formation – imaging, U2OS cells, high content, primary screen (AID 493036); activation, % at 20 µM; 0.17% of 330,000 active; agonist mode; P30989;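 active = activation at or above 40% of the spot to cytoplasm intensity ratio, with at least 20 cells analyzed; inconclusive = wells under 20 cells, flagged as cytotoxic or low count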;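 note: 0% = DMSO without peptide and 100% = 100 nM NTR1 peptide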
# Target sequence (P30989 whole entry, looked up): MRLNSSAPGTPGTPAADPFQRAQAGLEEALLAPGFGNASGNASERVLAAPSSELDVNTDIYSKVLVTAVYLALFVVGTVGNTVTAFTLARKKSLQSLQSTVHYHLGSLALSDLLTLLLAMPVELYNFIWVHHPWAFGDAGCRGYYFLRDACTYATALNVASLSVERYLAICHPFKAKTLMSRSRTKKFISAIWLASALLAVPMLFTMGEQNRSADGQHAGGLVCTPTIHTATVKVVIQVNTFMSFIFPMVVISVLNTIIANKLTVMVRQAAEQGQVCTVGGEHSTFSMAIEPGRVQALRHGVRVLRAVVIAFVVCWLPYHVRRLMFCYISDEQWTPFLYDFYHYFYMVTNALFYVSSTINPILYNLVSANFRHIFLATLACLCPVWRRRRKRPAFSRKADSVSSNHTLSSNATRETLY
# WT yeast gro inh: growth inhibition of WT yeast, mitochondrial fusion screen; 2.1% of 190,000 active; inhibition, % at 10 µM; AID 1362; mitochondrial fusion phenotypic screen, WT strain; in the data active = inhibition above about 58%; tested in S. cerevisiae
# AID2073: inhibitors of Mint1-CaV2.2 protein interaction, biochemical, HTRF (AID 2073); HTRF protein-protein interaction, Mint1-CaV2.2; higher % means a stronger effect; 0.19% of 290,000 active; one-dose inhibition, % at 20 µM; IC50 in µM for titrated hits; in the data active = inhibition mostly above about 51%, no sharp cut-off; inconclusive = no clear call, values can overlap the other calls; inactive = mostly below about 53%; note: some results filed as inactive read as strong as hits
# Autophagy mod: alters autophagy in cells. MEF GFP-LC3 puncta imaging; test concentration mostly 10 µM. calls only at 10 µM (by protocol). 0.98% of 190,000 active. AID 463193;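 active = percentage of spot-positive cells more than 3 SD above its plate mean, without a fluorescence outlier flag or 80% toxicity; inconclusive = no clear call, values can overlap the other calls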;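 note: spot-positive cell cutoff set from DMSO-treated cells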
# WT yeast gro inh mutant strain: second read-out of WT yeast gro inh, no call of its own (marks repeat the call); inhibition, %; mitochondrial fusion phenotypic screen, mutant strain inhibition
# Autophagy mod cell loss 18 h: further read-out of Autophagy mod, marked with its call; toxicity, %; measured here: cell loss, nuclei count;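 cell loss after 18 h compound exposure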
# NTR1 agonist cell count 20 µM: also measured in NTR1 agonist; calls as there; cell count; measured here: cell count, cytotoxicity flag
# Dengue-2 NS5 capping pilot replicate: second read-out of Dengue-2 NS5 capping, no call of its own (marks repeat the call); inhibition, %; measured here: pilot screen replicate inhibition
# * marks the source's active call; other numbers are inactive results; i = inactive; ? = inconclusive; nt = not tested or not shown; [ ] = another dose, or the depositor's remark.
SMILES,LYP inhibition,UTI89 phage lysis,GPR35 antagonists,RSV antiviral HEp-2,Dengue-2 NS5 capping,NTR1 agonist,NTR1 agonist cell count 20 µM,WT yeast gro inh,WT yeast gro inh mutant strain,AID2073,Autophagy mod,Autophagy mod cell loss 18 h,others
O=C(Nc1cccnc1)/C(N=Nc1ccc(Cl)c(C(F)(F)F)c1)=C(\O)c1ccccc1,-8%,2.0%,-8%,20%,22%,4.0,53,-8,-15,-7%,i,4,
C/[N+]([O-])=C/c1c(OCc2ccc(Cl)cc2Cl)ccc2ccccc12,-9%,0.7%,-6%,17%,1%,9.6,44,9,0,8%,i,10,
COCCNC(=O)CN(CCc1ccccc1)S(=O)(=O)c1ccc(OC)cc1,-2%,0.1%,10%,-0.4%,3%,-0.3,82,-8,-3,7%,i,-18,Dengue-2 NS5 capping pilot replicate=-0.9
O=C(COC(=O)c1cc(S(=O)(=O)N2CCOCC2)ccc1O)NCCc1ccccc1,-4%,1.1%,0%,2.5%,-6%,3.0,47,-9,4,14%,i,1,
CCOC(=O)C1CCCN(Cc2c(C(=O)N3CCOCC3)nc3ccccn23)C1 (centres undefined),2%,0.4%,-5%,-0.3%,2%,0.1,62,11,3,1%,i,12,
O=C(Nc1cc(Cl)ccc1Oc1ccccc1)c1ccccc1F,0%,0.2%[50 µM],4%,10%,-3%,0.2,50,58,10,5%,i,5,
Cc1ccc(S(=O)(=O)N2CCCC2C(=O)Nc2nccs2)cc1 (centres undefined),-10%,1.7%,-15%,0.4%,nt,-2.0,60,15,-2,-11%,i,-17,
Cc1nc(COc2ccc(C(=O)NCc3ccccc3CN3CCCCC3)cc2)cs1,nt,0.1%[50 µM],nt,0.3%,-5%,-0.2,91,nt,nt,nt,nt,nt,
Cc1cccc(-c2noc(CN(C)C(=O)COc3ccccc3)n2)c1,-7%,-0.2%,-1%,20%,3%,-0.4,73,nt,nt,9%,nt,nt,
Nc1nc(NC(=O)c2ccco2)nn1-c1ccccc1,-5%,-0.2%,-6%,0.6%,-5%,-1.1,30,11,-1,-10%,i,6,
CN(Cc1nc(Cc2ccccc2F)no1)Cc1cccc2ncccc12,-6%,0.1%,10%,3.2%,-3%,0.5,90,11,-14,9%,i,4,
CCN1CCS/C1=C/C=C/C1=[N+](CC)CCS1,0%,-0.9%,11%,1.7%,-12%,nt,nt,43,40,-6%,i,-7,
Cc1c(Br)c(C(F)(F)F)nn1CC(=O)N1CCCC1,-4%,0.0%,3%,-0.3%,-5%,1.7,53,-18,8,0%,i,-8,
CC1CCN(C(=O)c2ccccc2SCC(=O)NCC2CCCCC2)CC1,nt,0.5%[50 µM],nt,-0.9%,-6%,0.5,49,nt,nt,nt,nt,nt,
CC1=CCn2c(=O)c3ccccc3c(=O)n2C1,-11%,0.0%,0%,2.2%,2%,0.1,82,-14,-20,-23%,i,-4,
O=C(COc1ccc(Cl)cc1Cl)Nc1ccc(S(=O)(=O)NC2=NCCCCC2)cc1,-2%,0.0%,17%,6.8%,-7%,1.0,85,22,4,9%,i,-11,
O=C(Nc1ccsc1C(=O)NC1CCCCC1)c1ccccc1,3%,1.4%,4%,-1.4%,-4%,3.8,36,-4,-10,6%,i,9,Dengue-2 NS5 capping pilot replicate=-4.4
Cc1ccc(S(=O)(=O)N(C)C)cc1NC(=O)c1ccccc1SCC(=O)N1CCCC1,nt,0.5%[50 µM],nt,1.3%,0%,-1.7,62,nt,nt,nt,nt,nt,
CC1CN(S(=O)(=O)c2ccc(C(=O)Nc3nnc(-c4ccco4)o3)cc2)CC(C)O1 (centres undefined),6%,0.3%,-6%,-0.7%,-9%,-1.5,89,3,17,0%,i,-1,
O=C(CN1C(=O)CCS(=O)(=O)c2ccccc21)Nc1ccc(F)cc1,-7%,0.1%,18%,-0.7%,2%,0.2,68,nt,nt,3%,nt,nt,

# Overlap with the part before: 2 entries; new compounds follow.
SMILES,LYP inhibition,UTI89 phage lysis,GPR35 antagonists,RSV antiviral HEp-2,Dengue-2 NS5 capping,NTR1 agonist,NTR1 agonist cell count 20 µM,WT yeast gro inh,WT yeast gro inh mutant strain,AID2073,Autophagy mod,Autophagy mod cell loss 18 h,others
CC1CN(S(=O)(=O)c2ccc(C(=O)Nc3nnc(-c4ccco4)o3)cc2)CC(C)O1 (centres undefined),6%,0.3%,-6%,-0.7%,-9%,-1.5,89,3,17,0%,i,-1,
O=C(CN1C(=O)CCS(=O)(=O)c2ccccc21)Nc1ccc(F)cc1,-7%,0.1%,18%,-0.7%,2%,0.2,68,nt,nt,3%,nt,nt,
Cc1ccc(N2CCN(C(=O)c3cccc([N+](=O)[O-])c3)CC2)cc1Cl,7%,0.9%,-9%,7.1%,0%,3.1,51,38,42,-10%,i,16,
CCOc1cc(OCC)cc(C(=O)Nc2cccc(C(C)=O)c2)c1,-4%,0.2%,5%,1.0%,-3%,1.4,50,-4,5,0%,i,12,
CCOC(=O)CSc1nc2sc3c(c2c(=O)[nH]1)CCCC3,-3%,2.0%,-8%,-0.5%,-1%,5.8,43,-15,-24,-9%,i,9,
O=C(c1ccc(Br)cc1)C(CN1CCOCC1)c1ccccc1 (centres undefined),-1%,0.0%,24%,5.4%,-44%,60*,86*,nt,nt,-21%,nt,nt,
Cc1ccc(C2=CC(c3ccccc3)n3ncnc3N2)c(C)c1 (centres undefined),nt,2.2%,nt,-1.6%,-11%,0.0,89,nt,nt,nt,nt,nt,
CC1CCc2sc(C(=O)NN)cc2C1 (centres undefined),0%,5.5%,-2%,2.6%,-13%,0.7,50,-10,11,0%,i,24,
Cc1cnc(C(=O)Nc2ccccc2F)cn1,-1%,0.1%,4%,0.3%,5%,0.9,30,18,21,9%,i,-34,
CCn1c(-c2nn(C)cc2Cl)n[nH]c1=S,-7%,0.4%,-6%,14%,1%,-0.5,37,-1,-12,-32%,i,5,
Cc1nnc(NC(=O)C23CC4CC(CC(C4)C2)C3)s1,-7%,-0.1%,7%,3.2%,-1%,0.4,36,nt,nt,11%,nt,nt,
CCOc1ccc(C2CC(c3ccc(CC)cc3)Nc3nc(N)nn32)cc1 (centres undefined),-4%,6.1%,-11%,-0.1%,-5%,1.5,56,3,-4,0%,i,6,
Cc1ccc2cc(C(c3nnnn3C3CCCC3)N3CCN(c4ccccc4)CC3)c(=O)[nH]c2c1 (centres undefined),-4%,0.2%,-8%,-0.8%,1%,-1.9,108,-7,-52,26%,i,5,
CCN(CC)CCNC(=O)c1cc(-c2cccnc2)nc2ccc(S(=O)(=O)N3CCC(C)CC3)cc12,-8%,-0.1%,25%,nt,-4%,11,59,nt,nt,-10%,nt,nt,
Cc1ccc(C)c(N(Cc2cc3ccc(C)cc3[nH]c2=O)C(=O)c2ccco2)c1,6%,0.0%,-11%,2.4%,-2%,4.2,60,nt,nt,10%,nt,nt,
CCOc1cccc(/C=C2/NC(=O)N(CC(=O)Nc3cccc(C)c3)C2=O)c1O,0%,-4.8%,2%,2.7%,-4%,1.5,30,-4,0,19%,i,0,
COc1cccc(NC(=O)Nc2nc(SC)ns2)c1,-4%,-0.1%,5%,18%,-9%,0.8,56,nt,nt,3%,nt,nt,
CC1=C/C(=N\OS(=O)(=O)c2ccccc2)C=CC1=O,-4%,-15%,13%,3.4%,?,18,54,-9,6,44%,i,-8,
Cc1ccccc1C(=O)NNC(=O)c1ccncc1,-11%,0.3%,8%,0.8%,1%,-0.3,60,nt,nt,7%,nt,nt,
Cc1cc(Oc2ccccc2)nc(-c2ccccc2)n1,-5%,-1.3%,-4%,-0.6%,-6%,2.6,47,-1,-2,32%,i,-2,
CCn1c(CNC(=O)c2ccco2)nnc1SCC(=O)Nc1cccc(F)c1,-9%,0.4%,5%,0.7%,3%,1.0,73,-7,1,0%,i,-11,

# 3 structures from above, sorted by length of the SMILES, high to low.
SMILES,LYP inhibition,UTI89 phage lysis,GPR35 antagonists,RSV antiviral HEp-2,Dengue-2 NS5 capping,NTR1 agonist,NTR1 agonist cell count 20 µM,WT yeast gro inh,WT yeast gro inh mutant strain,AID2073,Autophagy mod,Autophagy mod cell loss 18 h,others
CCOC(=O)CSc1nc2sc3c(c2c(=O)[nH]1)CCCC3,-3%,2.0%,-8%,-0.5%,-1%,5.8,43,-15,-24,-9%,i,9,
CC1=C/C(=N\OS(=O)(=O)c2ccccc2)C=CC1=O,-4%,-15%,13%,3.4%,?,18,54,-9,6,44%,i,-8,
Cc1ccccc1C(=O)NNC(=O)c1ccncc1,-11%,0.3%,8%,0.8%,1%,-0.3,60,nt,nt,7%,nt,nt,

# Screening data as filed in PubChem.

# Compounds as they come; any-hit rate near 2.6%.
